C-LANA FP = KSHV C-LANA DNA binding inhibition; MBP-C-LANA/FAM-LBS DNA binding, fluorescence polarization; inhibition, % at 9 µM; 340,000 compounds, 0.078% hits; AID 504423;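 active = highest replicate inhibition at or above 60% at 9 µM, even if other replicates fall short; inactive = all replicates below 60% inhibition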;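 also: 0% = neutral control wells and 100% = 4 µM acridine orange control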
SUMO Mot1 rescue = SUMOylation pathway inhibition by Mot1-301 growth rescue | S. cerevisiae Mot1-301 growth rescue, ATP luminescence, 38.5C; percent above DMSO median, 100 means doubled | growth rescue, % at 18.8 µM | 320,000 compounds, 1% hits | AID 2716;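 active = every valid replicate shows activation above 250% relative to neutral control wells; inactive = the rest, any valid replicate at or below 250%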;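 also: OY570 slx delta 5 strain wells were the positive control but not used for scaling; some compounds called inactive have numbers as strong as hits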
Cardiac RTF inh = cardiac RTF calcium desensitization; AID 493244; 340,000 compounds, 0.12% hits; inhibition, % at 7.15 µM; IANBD-labeled cardiac RTF, Ca2+ fluorescence;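 active = inhibition above the mean inhibition of all tested compounds plus 3 SD, cut at about 17% in these data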;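 also: assay run at fixed EC70 calcium of 1.6 mM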
Rtt109 Vps75 = inhibitors of Candida albicans Rtt109/Vps75 histone acetyltransferase; Q5AAJ8; purified Rtt109/Vps75, ThioGlo CoA-SH fluorescence, 4 h; inhibition, % at 34.9 µM; 330,000 compounds, 0.16% hits; AID 540336;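 active = inhibition of at least 50% in every replicate; inconclusive = best replicate reaches 50% inhibition but some replicates fall short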
PfHsp90 yeast 2 = growth inhibition of yeast expressing Plasmodium Hsp90. inhibition, % at 9.4 µM. AID 504621. 310,000 compounds, 0.32% hits. S. cerevisiae expressing PfHsp90, BacTiter-Glo ATP, 48 h; yeast lacking PDR1 and PDR3 efflux regulators;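 active = every replicate shows inhibition above about 80%, whatever the replicate mean, limit read from the data; inconclusive = mean inhibition reaches the set limit but some replicate falls short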;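 also: 0% = DMSO neutral controls and 100% = 20 µM radicicol positive controls; yeast relying on Plasmodium falciparum Hsp90 in place of its own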
PvdQ inh = P. aeruginosa PvdQ acylase inhibition; purified PvdQ acylase, fluorescence plate reader; inhibition, % at 10 µM; 340,000 compounds, 0.063% hits; AID 488965; in the data active = inhibition above about 30%, passing the limit was not always enough; inconclusive = no clear call, values can overlap the other calls;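 also: 0% = vehicle neutral wells and 100% = reference inhibitor wells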
NSD2 inh = blocks human histone methyltransferase NSD2 | O96028 | NSD2 peptide methylation, AlphaScreen, 120 min | inhibition, % at 12.5 µM | 310,000 compounds, 0.54% hits | AID 743445; in the data active = inhibition above about 50%
Target sequence (O96028 whole entry, looked up): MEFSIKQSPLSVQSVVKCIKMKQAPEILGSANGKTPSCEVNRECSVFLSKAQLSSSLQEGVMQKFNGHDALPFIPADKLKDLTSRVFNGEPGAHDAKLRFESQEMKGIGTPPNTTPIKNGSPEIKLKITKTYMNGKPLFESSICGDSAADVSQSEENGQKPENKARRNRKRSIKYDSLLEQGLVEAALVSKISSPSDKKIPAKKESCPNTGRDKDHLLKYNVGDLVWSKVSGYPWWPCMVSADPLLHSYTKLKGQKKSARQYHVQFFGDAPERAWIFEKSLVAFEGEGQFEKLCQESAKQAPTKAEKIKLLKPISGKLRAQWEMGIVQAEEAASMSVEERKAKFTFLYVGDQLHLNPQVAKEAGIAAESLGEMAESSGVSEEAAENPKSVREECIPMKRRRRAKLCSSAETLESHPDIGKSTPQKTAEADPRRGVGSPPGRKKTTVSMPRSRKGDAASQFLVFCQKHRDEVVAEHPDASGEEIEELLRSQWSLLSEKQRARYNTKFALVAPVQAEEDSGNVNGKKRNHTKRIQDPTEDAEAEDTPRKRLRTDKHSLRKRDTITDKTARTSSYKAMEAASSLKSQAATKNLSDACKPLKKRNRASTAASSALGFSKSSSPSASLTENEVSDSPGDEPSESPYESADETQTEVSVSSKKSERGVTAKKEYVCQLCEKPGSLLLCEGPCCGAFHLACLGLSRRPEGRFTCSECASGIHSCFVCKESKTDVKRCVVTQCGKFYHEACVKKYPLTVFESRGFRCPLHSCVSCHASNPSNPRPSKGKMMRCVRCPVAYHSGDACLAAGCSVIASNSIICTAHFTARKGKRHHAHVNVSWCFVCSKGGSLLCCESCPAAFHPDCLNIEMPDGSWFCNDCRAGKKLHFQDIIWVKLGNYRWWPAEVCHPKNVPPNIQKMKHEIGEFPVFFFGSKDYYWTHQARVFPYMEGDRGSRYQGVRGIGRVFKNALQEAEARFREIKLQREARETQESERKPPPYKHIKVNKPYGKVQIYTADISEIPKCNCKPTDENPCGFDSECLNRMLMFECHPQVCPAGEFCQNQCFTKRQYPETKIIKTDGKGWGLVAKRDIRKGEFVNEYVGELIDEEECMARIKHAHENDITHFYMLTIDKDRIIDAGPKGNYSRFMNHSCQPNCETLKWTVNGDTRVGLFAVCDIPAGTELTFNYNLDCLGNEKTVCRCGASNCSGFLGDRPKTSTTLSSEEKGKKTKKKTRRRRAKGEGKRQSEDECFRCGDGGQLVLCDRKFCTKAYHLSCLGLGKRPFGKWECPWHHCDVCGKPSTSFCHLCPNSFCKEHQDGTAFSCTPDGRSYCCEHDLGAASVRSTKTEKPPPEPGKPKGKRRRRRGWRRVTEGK
cardiac RTF act = cardiac RTF calcium sensitization | IANBD-labeled TnC RTF fluorescence at EC20 calcium; 0% EC20 calcium, 100% full calcium | AID 493008 | P19429+P45379 | 340,000 compounds, 0.24% hits | activation, % at 7.2 µM;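 active = activation above the mean over all tested compounds plus 3 SD, cut at about 30% in these data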;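 also: rise in fluorescence read as greater calcium sensitivity of cardiac thin filaments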
CDK5 inh = inhibitors of human CDK5/p35 kinase; Q00535+Q15078; 330,000 compounds, 0.01% hits; inhibition, % at 10 µM; Recombinant CDK5/p35, ADP-Glo luminescence, 60 min;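 active = highest replicate inhibition of at least 50% and at least 75% of replicates reaching 50%; inconclusive = only one of the two criteria met; inactive = both criteria failed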;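 also: plate controls were DMSO neutral control for no effect and GW8510 at 10 µM for full effect; many of its hits are not listed in these tables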
dFosB activator = mouse delta FosB homodimer activation; activation, % at 25 µM; purified delta FosB, TAMRA-CDK5 oligo fluorescence polarization; percent of positive-control signal above neutral wells; P13346; 340,000 compounds, 0.99% hits;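 active = mean activation above about 17%, with every replicate also reaching it, limit read from the data, passing the limit was not always enough; inconclusive = only one of the two conditions met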;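 also: fluorescence polarization rise as delta FosB binds a TAMRA Cdk5 AP-1 oligo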
Keap1-Nrf2 PPI = disrupts human Keap1 binding to Nrf2 peptide | Q14145 | Keap1 Kelch-Nrf2 peptide fluorescence polarization, 1536-well | inhibition, % at 9.4 µM | 340,000 compounds, 0.15% hits; in the data active = inhibition above about 12%; inconclusive = no clear call, values can overlap the other calls; inactive = below about 7.3%;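 also: human Keap1 Kelch domain with fluorescein labeled Nrf2 9mer peptide probe; 0% = neutral control wells and 100% = peptide positive control; higher means more block of Keap1 binding to Nrf2 peptide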
Active calls of the source: *; u = inconclusive; x = no result given. Rows are unselected; overall some 3.2% were active at least once.

SMILES | C-LANA FP | SUMO Mot1 rescue | Cardiac RTF inh | Rtt109 Vps75 | PfHsp90 yeast 2 | PvdQ inh | NSD2 inh | cardiac RTF act | CDK5 inh | dFosB activator | Keap1-Nrf2 PPI
CCOC(=O)c1sc(N)nc1-c1ccccc1 | 0.9 | -18 | -10 | 1 | -20 | -6 | x | 0 | 0.5 | -5 | -2
COc1ccc(C(=O)C2CCCN(C(=O)c3cccs3)C2)cc1F (configuration not stated) | -1.7 | x | -5 | 6 | 8 | 7 | -1 | 3 | 0.4 | -12 | -3
CCc1ccc(OC)c(S(=O)(=O)NCCOc2ccccc2)c1 | -1.4 | 7 | -5 | 0 | -23 | -5 | 3 | 2 | 2.1 | 5 | -6
Nc1nc(-c2ccccc2)c(N=Nc2ccccc2Cl)s1 | 3.0 | 55 | 22* | -12 | -15 | 24 | 3 | 6 | 3.4 | 6 | -2
Cc1oc(C(=O)O)cc1COc1cccc2ccccc12 | -0.8 | 10 | 2 | 3 | 1 | 4 | 3 | -8 | 1.2 | 3 | -2
Cc1ccccc1NC(=O)CCC(=O)N/N=C/c1cccnc1 | 1.0 | -3 | -3 | 10 | -18 | -8 | 20 | -3 | 1.6 | 1 | 1
COc1cc(C(=O)Nc2nnc(CC(C)C)s2)c([N+](=O)[O-])cc1OC | -0.3 | 1 | 11 | 19 | 20 | 8 | -1 | -7 | -2.1 | -12 | -4
CNC(=O)c1[nH]cnc1C(=O)Nc1ccccn1 | -1.1 | 77 | -8 | 5 | x | -10 | -6 | -2 | -0.4 | -21 | -5
CC1=C(C(=O)OC(C)C)C(c2cccs2)NC(=O)N1 (configuration not stated) | -0.8 | 4 | -8 | 8 | -6 | -5 | -4 | 4 | 0.4 | -9 | -6
CCCCN1CC(Br)C(=O)NC1=O (configuration not stated) | 0.2 | x | 2 | 11 | -10 | -12 | -1 | 6 | 0.5 | 3 | -7
O=C(NCc1ccc2c(c1)OCO2)c1cc(-c2cc(Cl)ccc2O)n[nH]1 | -0.6 | -5 | -3 | -8 | -3 | -1 | 0 | -6 | -1.3 | u | 3
COc1ccc(C(=O)NCC(c2ccccc2)c2ccccc2)cc1S(=O)(=O)N1CCOCC1 | -1.0 | x | -1 | -1 | -23 | -6 | 3 | -3 | 0.9 | -17 | -6
C=C(C)COc1ccc(-c2nc(N)nc(C(F)(F)F)c2-c2ccc(OC)cc2)c(O)c1 | 2.6 | -2 | -3 | 1 | -8 | -7 | 1 | -1 | 0.4 | -14 | -2
COc1cc(/C=N/NC(=O)CCc2c(C)n[nH]c2C)cc(OC)c1OC | -0.4 | 2 | -8 | -3 | x | -13 | -4 | 7 | -0.7 | -2 | -8
Cc1ccccc1N1C(=O)C(Cl)=C(N2CCN(c3ccccc3)CC2)C1=O | 0.1 | -17 | -3 | 10 | -3 | -5 | 4 | 0 | 2.4 | -1 | 0
O=C(NCc1ccc(N2CCCC2=O)cc1)c1ccc(F)cc1 | -0.7 | -5 | -4 | 11 | 6 | -11 | 1 | 1 | 1.2 | 6 | 2
COc1ccc2cc(C(=O)N3CCOCC3)sc(=O)c2c1OC | 0.4 | 13 | -8 | 1 | -2 | -9 | 2 | -3 | -0.2 | 0 | -3
CCOc1ccc(C(=O)COC(=O)C2CCN(c3ccc(C(F)(F)F)cn3)CC2)cc1 | -0.1 | 8 | -14 | 0 | 5 | -7 | 3 | -4 | 2.3 | 0 | 7
O=C(Cc1n[nH]c(=O)c2ccccc12)OCC(=O)c1ccc(F)cc1 | -0.9 | -16 | 0 | 4 | 7 | -4 | -1 | -2 | 0.5 | -3 | 1
c1ccc(Cc2nc3ccccc3o2)cc1 | -1.3 | 31 | -10 | x | 3 | -9 | -1 | 4 | 1.4 | -3 | -4
O=C(CSc1ccc(-c2ccc(Cl)cc2)nn1)N1CCCc2ccccc21 | -3.3 | -23 | -13 | -8 | -4 | -4 | -6 | -2 | -1.1 | -10 | 0
COC(CNC(=O)c1cc(C)nn1-c1ccccc1)OC | 0.2 | 9 | 11 | 0 | x | 2 | -1 | 6 | -1.4 | -8 | -1
CCO[C@H]1OC(C(=O)NCc2ccccc2)=C[C@@H](c2ccc(Br)cc2)[C@@H]1CCCO | 0.9 | 6 | -1 | 5 | -8 | -19 | x | 0 | 0.4 | -9 | -2
N#C/C(=C\c1ccc(O)cc1)C(=O)NCc1cccc(Cl)c1 | -1.6 | 46 | -8 | 3 | -41 | -9 | 0 | 1 | 0.2 | 4 | -1
Cc1ccccc1NC(=O)Cc1nc(COC(=O)c2cc([N+](=O)[O-])ccc2N)cs1 | -0.9 | 11 | -6 | -1 | -9 | -5 | -1 | -2 | 0.3 | 27* | 1
CCCCN(C)CCC(=O)Nc1ccc(C)cc1 | 0.0 | -11 | -5 | -12 | 28 | -16 | -1 | 13 | -4.9 | -5 | -8
CCOc1cc(C(c2c(C)[nH][nH]c2=O)c2c(C)[nH][nH]c2=O)ccc1OS(=O)(=O)c1ccccc1 | 0.6 | -13 | -12 | -6 | 14 | -26 | 10 | 3 | 0.4 | -11 | -1
CC(C(=O)NCCCn1ccnc1)(c1ccccc1)c1ccccc1 | -1.2 | -23 | 1 | -6 | -23 | -10 | -1 | 3 | 0.7 | -9 | 1
COC(=O)/C=C1/SC(=NC(=O)c2cccc([N+](=O)[O-])c2)NC1=O | -0.3 | 14 | -9 | -17 | 20 | -14 | 13 | -9 | -0.1 | 0 | -1
CCNc1nc(OCCNC(C)=O)nc(N(C)C)n1 | 1.0 | -7 | -5 | -6 | -13 | 4 | 4 | -2 | 1.2 | 0 | 0
COC(=O)c1[nH]c2cc(OC)ccc2c1NC(=O)CCN1CCN(Cc2ccc3c(c2)OCO3)CC1 | -0.8 | x | 0 | -13 | -5 | -1 | 2 | 3 | -0.5 | -6 | -2
Cc1cccc(Nc2nc(-c3ccccc3)cs2)n1 | 0.0 | 3 | 2 | 12 | -16 | 4 | -2 | 2 | 0.2 | 0 | -2
CN1CCN(C(=O)c2cc3ccccc3cc2O)CC1 | -0.8 | 127 | -3 | 1 | -20 | -2 | 2 | -1 | 1.9 | 2 | -4
CC1NC(=O)N(C)C2NC(=O)N(C)C(c3ccccc3)C12 (configuration not stated) | -0.7 | -6 | -10 | -4 | 4 | -8 | -3 | -6 | -0.4 | 0 | -3
Cc1cccc(NC(=O)c2ccc(NS(=O)(=O)c3c(C)noc3C)cc2)c1 | 0.4 | -10 | -3 | 4 | 10 | -8 | 14 | -5 | -0.5 | -1 | 1
O=[N+]([O-])c1ccc(N/N=C/c2ccc[nH]2)cc1 | -1.8 | 117 | -7 | 40 | -8 | 6 | 9 | -13 | 2.4 | -2 | -7
CC(=O)c1ccc(N2C(=O)NC3(CCCCC3)C2=O)cc1 | 0.5 | -11 | -8 | 9 | 17 | -16 | -2 | -1 | 0.0 | -3 | -1
Cc1ccc(S(=O)(=O)N(CC(=O)NCC2CCCO2)C2CCCCC2)cc1 (configuration not stated) | -0.1 | -17 | -10 | 4 | 15 | 10 | 1 | -5 | 0.2 | -9 | -2
Nc1nnc(COc2cccc(C(F)(F)F)c2)s1 | 0.2 | 100 | -5 | -14 | 1 | -19 | -1 | 8 | -2.3 | -7 | -4
Cc1nc(-c2ccccc2)sc1C(=O)/C=C/N(C)C | 1.1 | -1 | -1 | -3 | -34 | -4 | 8 | -4 | -0.1 | -8 | 1
Cc1nc(OCc2ccccc2)c2ccccc2n1 | -0.7 | 1 | 1 | 2 | -26 | -19 | -2 | 3 | -4.9 | -12 | -7
Nc1ccc2c(c1)N=[N+]([O-])c1cc(N)ccc1C2 | -1.4 | 2 | -11 | 2 | 7 | -6 | 0 | -4 | -0.6 | 4 | 3
CC1Cc2ccccc2N1S(=O)(=O)c1cccc(C(=O)NCc2ccccn2)c1 (configuration not stated) | 0.0 | -9 | 8 | 0 | -15 | -15 | 2 | -1 | 0.1 | -10 | -4
O=C1c2ccc([N+](=O)[O-])cc2C(=O)N1c1c[nH]c(=O)[nH]c1=O | 0.9 | 9 | x | -1 | 18 | -4 | -4 | x | 0.9 | 0 | 1
CCN1CCN(C(=O)c2nn(C)c3c2CS(=O)(=O)c2ccccc2-3)CC1 | -1.6 | 15 | -4 | -12 | -23 | -9 | 4 | -3 | 0.3 | 2 | -2
CC(C(=O)Nc1sccc1C(N)=O)N1C(=O)C2CC=CCC2C1=O (configuration not stated) | -1.9 | 111 | 1 | -3 | 3 | -4 | -3 | -4 | -0.7 | 5 | 1
C/C(=N\NC(=O)C1CC1)c1ccc2c(c1)OCCO2 | -3.3 | 110 | 3 | 4 | 13 | -13 | -1 | 0 | -5.9 | 0 | 1
CC(C)CN1CCN(Cc2nc3ccccc3s2)CC1CCO (configuration not stated) | 0.6 | -12 | -14 | 4 | -19 | -19 | 0 | 4 | -4.4 | -2 | -9
COc1ccc(Nc2nc3ccccc3nc2-n2nc(C)cc2C)cc1 | 14 | -5 | 3 | -61 | -12 | -8 | x | -5 | 0.6 | -3 | 43*
CCOc1ccc(C(C#N)N2CCOCC2)cc1OC (configuration not stated) | 1.2 | -3 | 4 | -4 | 23 | -16 | 0 | -2 | -0.7 | 6 | -3
Additional records
SMILES | C-LANA FP | SUMO Mot1 rescue | Cardiac RTF inh | Rtt109 Vps75 | PfHsp90 yeast 2 | PvdQ inh | NSD2 inh | cardiac RTF act | CDK5 inh | dFosB activator | Keap1-Nrf2 PPI
COC(=O)CCC(=O)c1oc2ccc(Cl)cc2c1NC(=O)CCCN1C(=O)c2ccccc2C1=O | 0.2 | -9 | -8 | -1 | 4 | -6 | 0 | 5 | 0.8 | -17 | -1
COc1ccc(OC)c(S(=O)(=O)Nc2ccc3oc4c(c3c2)C(=O)CCC4)c1 | -0.1 | 17 | 5 | x | x | -6 | -1 | 2 | 0.6 | -5 | 6
Cc1nn(-c2ccccc2)c(C)c1NC(=O)COC(=O)/C=C/c1ccccc1 | 1.0 | -6 | -8 | u | 12 | 14 | -3 | -5 | 2.0 | -2 | 0
S=c1[nH]nc(C2CCCCC2)n1/N=C/c1ccccc1 | 0.0 | 27 | -1 | 14 | 7 | -4 | 8 | -9 | 2.7 | 3 | 0
C#CC(CC)(CC)NC(=O)c1nn(-c2ccccc2Cl)c(C)cc1=O | -1.5 | 57 | 11 | 4 | -3 | 3 | -3 | -3 | 0.2 | -6 | -3
COc1ccc(C(C)=O)cc1CSc1ncccn1 | -1.6 | 16 | -20 | -16 | 7 | 1 | -2 | 7 | -1.2 | -6 | 0
Cc1nnc(NC(=O)c2ccc(C)c(S(=O)(=O)N3CCCCCC3)c2)s1 | -0.5 | 9 | 5 | 2 | -139 | 5 | 1 | -5 | 0.2 | -7 | -4
